SKKanGAS inh = S. pyogenes SKKanGAS growth inhibitors in kanamycin, primary screen, streptokinase expression inhibitor project, SKKanGAS strain, BacTiter-Glo luminescence | AID 1662, 2009 | 6 h | 300,000 compounds, 1.3% hits | inhibition, % at 7.5 µM;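 active = mean replicate score, as percent of positive control median, at least 50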;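 note: strain carries kanamycin resistance gene driven by streptokinase promoter and grows in 40 µg/ml kanamycin; loss of luminescence reflects streptokinase promoter inhibition or plain growth inhibition; 0% = median of DMSO wells and 100% = positive control at its reference dose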
TRPC6 inh = mouse TRPC6 channel inhibitors, primary screen, cell-based, HEK293, membrane potential dye. ACh-evoked depolarization; hits give low values. 310,000 compounds, 1.1% hits. B-score at 10 µM. Short transient receptor potential channel 6 (Mus musculus), Q61143;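 active = B-score under library mean minus 3 SD, initial fluorescence not abnormally high, positive integrated signal ratio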;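 note: B-score derived from integrated fluorescence ratio over the kinetic read; more negative B-score means stronger inhibition of depolarization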
HIF act = HIF pathway transcriptional activators, primary screen, cell-based, U2OS HRE-luciferase, luminescence; U2OS HRE-luciferase reporter; normalized: DMSO 0%, desferrioxamine 100%; AID 1910, 2009; activation, % at 7.5 µM (by protocol); 300,000 compounds, 0.32% hits;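 active = mean activation of at least 10% of the iron chelator positive control signal, with at least half of replicates also reaching 10%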
TRPC6 act = mouse TRPC6 channel activators, primary screen, cell-based, HEK293, membrane potential dye | Short transient receptor potential channel 6 (Mus musculus), Q61143 | HEK293-TRPC6 membrane potential dye fluorescence; hits give high values | B-score at 10 µM | 310,000 compounds, 0.13% hits;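 active = B-score of the integrated fluorescence ratio above library mean plus 3 SD, and starting fluorescence ratio within library mean plus 5 SD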;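 note: higher score means more depolarization so channel activation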
TRPC4 PAM = positive allosteric modulators of TRPC4, primary screen, cell-based, mouse TRPC4beta, HEK293 mu-opioid, Fluo-4 calcium | DAMGO EC20, Fluo-4 Ca2+ flux; hits give high values | 310,000 compounds, 0.42% hits | B-score at 10 µM | Short transient receptor potential channel 4 (Mus musculus), Q9QUQ5;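 active = B-score of calcium response area above 5 SD of library B-scores, with initial fluorescence ratio within 5 SD of library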;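 note: B-score of integrated fluorescence ratio over time as area under calcium response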
Target sequence (Q9QUQ5 whole entry, looked up): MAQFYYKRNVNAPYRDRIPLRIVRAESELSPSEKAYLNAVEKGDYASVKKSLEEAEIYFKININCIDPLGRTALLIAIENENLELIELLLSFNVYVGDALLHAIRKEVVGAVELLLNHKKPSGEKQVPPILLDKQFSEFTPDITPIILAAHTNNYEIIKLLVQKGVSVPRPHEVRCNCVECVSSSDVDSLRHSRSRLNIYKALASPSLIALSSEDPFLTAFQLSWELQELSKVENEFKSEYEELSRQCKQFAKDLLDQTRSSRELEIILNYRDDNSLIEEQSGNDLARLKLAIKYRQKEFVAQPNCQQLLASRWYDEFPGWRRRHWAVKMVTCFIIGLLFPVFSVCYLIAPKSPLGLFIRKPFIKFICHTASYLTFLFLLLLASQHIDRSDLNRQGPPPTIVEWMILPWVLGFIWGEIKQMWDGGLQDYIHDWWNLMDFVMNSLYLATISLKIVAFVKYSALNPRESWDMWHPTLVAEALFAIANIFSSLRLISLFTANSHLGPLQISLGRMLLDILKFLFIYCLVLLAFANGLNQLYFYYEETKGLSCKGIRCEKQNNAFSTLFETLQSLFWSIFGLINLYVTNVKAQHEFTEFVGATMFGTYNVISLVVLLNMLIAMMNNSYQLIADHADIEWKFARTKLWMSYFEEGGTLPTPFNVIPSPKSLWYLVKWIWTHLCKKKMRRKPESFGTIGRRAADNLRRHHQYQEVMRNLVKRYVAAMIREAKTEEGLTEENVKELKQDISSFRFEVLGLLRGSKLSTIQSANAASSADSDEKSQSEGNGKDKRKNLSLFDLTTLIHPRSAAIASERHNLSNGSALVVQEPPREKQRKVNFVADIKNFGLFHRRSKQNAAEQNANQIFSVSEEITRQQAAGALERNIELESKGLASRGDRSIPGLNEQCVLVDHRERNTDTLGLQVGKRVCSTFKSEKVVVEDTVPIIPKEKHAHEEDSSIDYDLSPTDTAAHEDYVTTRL
MrgX1 antagonist = antagonists of human MrgX1 receptor, primary screen, HEK293 cells, Fluo-4 calcium flux | Mas-related G-protein coupled receptor member X1 (Homo sapiens), Q96LB2 | BAM8-22 antagonism; hits give low values | B-score at 10 µM | 310,000 compounds, 1.3% hits | AID 588676, 2011;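 active = calcium-response B-score plate-corrected more than 3 library SD below zero, starting fluorescence within 5 deviations, no agonist response on first addition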;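 note: peak minus trough fluorescence over baseline after final BAM8-22 challenge near maximal dose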
TRPC4 act = activators of mouse TRPC4 channel, primary screen, Fluo4 calcium, HEK293 TRPC4beta/mu-opioid cells; Fluo4 calcium fluorescence; hits give high values; B-score at 10 µM; AID 2237, 2010; Short transient receptor potential channel 4 (Mus musculus), Q9QUQ5; 310,000 compounds, 0.49% hits;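 active = B-score above 5 SD of library B-scores, and initial fluorescence ratio not above library mean plus 5 SD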;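 note: positive B-score marks a calcium rise read as TRPC4 activation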
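Material: TRPC4beta and mu-opioid receptor HEK293 stable cells | Incubation: 45 min room-temperature Fluo4 loading, 110 s read | Detection: Kinetic Fluo4 calcium fluorescence | Measure: Integrated baseline-normalised fluorescence ratio, converted to per-well B score | Benchmarks: Low control buffer alone, high control maximal DAMGO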
aSyn 5UTR inh = MLPCN primary screen, SNCA 5' untranslated region | inhibition, % (tested at 7.5 µM) | alpha-synuclein 5'UTR reporter, inhibitor activity | 300,000 compounds, 0.82% hits | AID 1813, 2009; in the data active = inhibition above about 60%;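 note: H4 neuroglioblastoma cells stably carrying SNCA 5'UTR luciferase fusion; 0% = DMSO wells and 100% = positive control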
IEC-6 cytotox = cytotoxicity in IEC-6 intestinal epithelial cells, primary screen, cytotoxicity control for KLF5 inhibitor project, cell-based, luminescence | IEC-6 cytotoxicity, luminescence viability | inhibition, % at 5 µM | 290,000 compounds, 0.78% hits | AID 1825, 2009; in the data active = inhibition above about 22%;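 note: 0% = plate median of test compound wells and 100% = cytotoxic reference compound wells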
KLF5 inh = KLF5 expression inhibitors, primary screen, DLD-1 cells, luminescence. DLD-1 KLF5 promoter-luciferase reporter. inhibition, % at 5 µM. 290,000 compounds, 0.23% hits;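 active = inhibition above a per-plate limit of that plate's mean compound inhibition plus 3 SD, cut at about 60% in these data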;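 note: 0% = DMSO wells and 100% = LY294002 at 200 µM; higher means less KLF5 promoter-driven luciferase light; inactives centre near -14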
TRPC4 block = inhibitors of mouse TRPC4 channel, primary screen, Fluo4 calcium, HEK293 TRPC4beta/mu-opioid cells | Short transient receptor potential channel 4 (Mus musculus), Q9QUQ5 | DAMGO-evoked Fluo4 calcium flux; hits give low values | B-score at 10 µM | 300,000 compounds, 0.39% hits;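 active = B-score over 3 SD under the library average, no early fluorescence shift, positive overall ratio signal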
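Assay system: Stable TRPC4beta/mu-opioid receptor HEK293 cells | Reagent: DAMGO in two steps, submaximal then maximal | Compound dosing: Single concentration per test compound | Signal: Fluo4 Ca2+ flux fluorescence | Evaluation: Per-well B score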
Active calls of the source: *; i = inactive; . = no result given.

SMILES | SKKanGAS inh | TRPC6 inh | HIF act | TRPC6 act | TRPC4 PAM | MrgX1 antagonist | TRPC4 act | aSyn 5UTR inh | IEC-6 cytotox | KLF5 inh | TRPC4 block
CCC(C)NC(=O)C1CCC(CNS(=O)(=O)c2ccc3c(c2)CC(C)N3C(C)=O)CC1 (stereo not drawn) | 2 | i | -1.0 | i | i | i | i | 4 | 1 | -6 | i
O=C(Cc1cccc2ccccc12)N/N=C/c1ccncc1 | -1 | i | 0.4 | i | i | i | i | 7 | -5 | 12 | i
Cc1cc2c3c(c1C)C1(C(=O)N3C(C)(C)CC2C)C(C#N)=C(N)Oc2n[nH]c(C)c21 (stereo not drawn) | 2 | i | -0.6 | i | i | i | i | 8 | -1 | -10 | i
Cc1ccccc1Cn1ccc(-c2ccc3c(c2)OCO3)n1 | 24 | i | 3.9 | i | i | i | i | -130 | 1 | -18 | i
O=[N+]([O-])c1ccc(N2CCN(C(=S)Nc3ccccc3)CC2)cc1 | -5 | i | -0.3 | i | i | i | i | 29 | -4 | 1 | i
COc1ccc(NC(=O)CCNC(=O)Cn2cnc3ccccc3c2=O)c(OC)c1 | -6 | i | 0.1 | i | i | i | i | 23 | -6 | 13 | i
O=C(Nc1ccc(N2CCOCC2)cc1)c1ccc(Cl)nc1 | 3 | i | 0.2 | i | i | i | i | -35 | -8 | -37 | i
N/C(=N\OC(=O)Cc1ccccc1[N+](=O)[O-])c1ccncc1 | 3 | i | 0.1 | i | i | i | i | -16 | 2 | -35 | i
COc1ccccc1C(=O)COC(=O)CSCC(=O)Nc1cc(C)on1 | -1 | i | 0.0 | i | i | i | i | 23 | . | . | i
CSc1ccc(CCNC(=O)c2cc(C)nn2-c2ccccc2)cc1 | -7 | i | 0.0 | i | i | i | i | 15 | 3 | -24 | i
COc1ccc(NC(=O)CCc2c(C)nc3nc(CNC(=O)c4cccc(F)c4)nn3c2C)cc1OC | 0 | i | 0.3 | i | i | i | i | 26 | -4 | -14 | i
NNC(=O)C(=O)/C=C1\NC2(CCCC2)Cc2ccccc21 | 8 | i | -0.3 | i | i | i | i | -20 | -4 | -32 | i
O=C(COC(=O)c1ccccc1Nc1ccccc1)NCc1ccccc1 | -3 | i | -0.3 | i | i | i | i | 25 | -4 | -5 | i
Cc1ccc(C(=O)Nc2ccc(S(=O)(=O)N3CCCC3)cc2)o1 | 3 | i | 0.3 | i | i | i | i | -4 | -2 | -52 | i
COc1ccccc1CN1CCN(Cc2nc(-c3ccc(C)cc3)oc2C)CC1 | 1 | i | 0.2 | i | i | i | i | 21 | 4 | 15 | i
CCOC(=O)C1=C(c2ccccc2)NC(=O)NC1c1ccc(OC)cc1 (stereo not drawn) | -5 | i | -0.7 | i | i | i | i | 16 | 3 | 0 | i
O=c1nc2s/c(=C\c3ccc(-c4ccccc4[N+](=O)[O-])o3)c(=O)n2nc1-c1ccccc1 | 17 | i | -0.3 | i | i | . | i | -3 | -3 | -4 | i
NS(=O)(=O)c1ccc(NC(=O)Cn2ncc3c2-c2ccccc2OC3)cc1 | -5 | i | -0.5 | i | i | i | i | 5 | 5 | -15 | i
CC(=O)NC(=S)Nc1cccc2c(C)cc(C)nc12 | -22 | i | 0.3 | i | i | i | i | 2 | 5 | -8 | i
CCOC(=O)N1CCC(NC(=O)c2ccc3c(c2)N=C(CC)c2ccccc2S3)CC1 | 23 | i | 0.3 | i | i | i | i | 20 | -4 | 2 | i
COc1ccc(C(=O)CC2OC(=O)c3c2ccc(OC)c3OC)cc1 (stereo not drawn) | -1 | i | 0.1 | i | i | i | i | 5 | -5 | -24 | i
CC1CC(C)CN(C(=O)c2cc(-c3ccncc3)nc3ccccc23)C1 (stereo not drawn) | -4 | i | -0.2 | i | i | i | i | 3 | . | . | i
Cc1cccc(C(C)Nc2ccc([N+](=O)[O-])cn2)c1 (stereo not drawn) | 0 | i | -1.1 | i | i | i | i | -2 | 1 | -39 | i
Cc1ccccc1-c1nnc2c3ccccc3c(C)nn12 | 4 | i | -0.1 | i | i | i | i | 23 | -1 | -8 | i
COc1cc(S(=O)(=O)NCCCn2ccnc2)ccc1F | 10 | i | -0.2 | i | i | i | i | 8 | 4 | -28 | i

The listing continues.
SMILES | SKKanGAS inh | TRPC6 inh | HIF act | TRPC6 act | TRPC4 PAM | MrgX1 antagonist | TRPC4 act | aSyn 5UTR inh | IEC-6 cytotox | KLF5 inh | TRPC4 block
O=C(CN1CCCCC1)NCCNC(=O)CN1CCCCC1 | 1 | i | -0.4 | i | i | i | i | 3 | 5 | 1 | i
Cc1cnn(CCC(=O)NNC(=S)Nc2ccc(F)cc2)c1 | -4 | i | -0.2 | i | i | i | i | -11 | -1 | -7 | i
CN(C)CCCNC(=O)C(=O)NCC1OCCN1S(=O)(=O)c1cc(F)ccc1F (stereo not drawn) | 3 | i | 0.2 | i | i | i | i | 14 | 6 | -2 | i
COCCCNC(=O)C1CCCN(S(=O)(=O)c2ccc(C)cc2)C1 (stereo not drawn) | 1 | i | 0.1 | i | i | i | i | 11 | -4 | -18 | i
Cc1cccc(NC(=S)NNC(=S)NCc2ccccc2)c1 | 4 | i | 2.1 | i | i | i | i | -43 | -1 | -151 | i
CCN(CC)CCCNC(CC(=O)Nc1cccc([N+](=O)[O-])c1)C(=O)O (stereo not drawn) | 1 | i | -0.1 | i | i | i | i | 5 | -8 | -9 | i
COC(=O)c1sc(S(=O)(=O)Nc2ccc(C)c(C)c2)c(C(=O)OC)c1C | 2 | i | -0.3 | i | i | i | i | -2 | 4 | -4 | i
Cc1ccc(C(=O)N/C(=C\c2sccc2C)C(=O)NCCCN2CCOCC2)cc1 | -5 | i | 0.7 | i | i | i | i | 1 | -7 | 10 | i
CCCCCCn1c(SCC(=O)c2c(N)n(C)c(=O)n(C)c2=O)nc2ccccc21 | 12 | i | -0.1 | i | i | i | i | 9 | 2 | -10 | i
COCC(=O)N1CCC(Oc2ccc(C(=O)NCc3cnc(C)cn3)cc2)CC1 | -3 | i | 0.3 | i | i | i | i | 11 | 1 | -21 | i
O=S(=O)(c1ccc(Oc2ccc(S(=O)(=O)N3CCOCC3)cc2)cc1)N1CCOCC1 | 4 | i | -1.3 | i | i | i | i | 3 | 6 | 23 | i
CCOc1ccccc1C(=O)NCCCN1CCN(CCCNC(=O)c2ccccc2OCC)CC1 | 0 | i | 0.7 | i | i | i | i | 22 | 3 | 2 | i
CC(C)(C)c1ccc(OCCCC(=O)Nc2ccc(S(N)(=O)=O)cc2)cc1 | 1 | i | 1.2 | i | i | i | i | -146 | 10 | -79 | i
CN1CCN(c2ccc(Cl)cc2NC(=O)c2cccc(S(=O)(=O)N(C)C)c2)CC1 | 11 | -5.3* | -0.4 | i | i | i | i | -19 | 2 | -5 | i
Cc1cc(C)c(-n2nnnc2SCC(=O)c2cc3ccccc3o2)c(C)c1 | 3 | i | -0.5 | i | i | i | i | 0 | -3 | 0 | i
COC(c1ccccc1)c1nnc(CCC(=O)NCc2ccc3ncccc3c2)o1 (stereo not drawn) | 1 | i | -0.2 | i | i | i | i | -1 | 2 | -11 | i
COc1cccc(COC(=O)c2nn(-c3ccccc3)nc2N)c1 | -12 | i | -0.3 | i | i | i | i | 0 | 7 | -1 | i
Cc1nn(C)c(C)c1NC(=O)Nc1ccc(Cl)c(Cl)c1 | 10 | i | -0.1 | i | i | i | i | 18 | 4 | -17 | i
Cc1ccc(Cl)cc1N1CCN(S(=O)(=O)c2ccc3[nH]c(=O)ccc3c2)CC1 | -7 | i | 0.0 | i | i | i | i | 2 | -8 | -10 | i
Cc1cccc(C(=O)NCCCNC(=O)c2cccc(C)c2)c1 | 1 | i | 0.4 | i | i | i | i | 24 | 1 | -16 | i
Cc1ccc(OCC(=O)NN=C2c3ccccc3-c3ccccc32)cc1 | -2 | i | 0.2 | i | i | i | i | 29 | 2 | -21 | i
OCCC1CN(Cc2ccc(Oc3ncccn3)cc2)CCN1C1CCCCC1 (stereo not drawn) | 1 | i | 0.2 | i | i | i | i | -5 | -3 | 11 | i
CCc1ccccc1NC(=O)c1cc(=O)c2ccccc2o1 | -8 | i | 0.4 | i | i | i | i | 5 | 3 | -29 | i
NC(=O)c1ccc(N2CCN(c3ccccc3F)CC2)c([N+](=O)[O-])c1 | -2 | i | -0.4 | i | i | i | i | 16 | -4 | 6 | i
CS(=O)(=O)N(CC(=O)NC1CCCC1)c1ccc(Oc2ccccc2)cc1 | 5 | i | 0.8 | i | i | i | i | -24 | -4 | -23 | i

(continued)
SMILES | SKKanGAS inh | TRPC6 inh | HIF act | TRPC6 act | TRPC4 PAM | MrgX1 antagonist | TRPC4 act | aSyn 5UTR inh | IEC-6 cytotox | KLF5 inh | TRPC4 block
CSc1nnc(Cc2ccc3c(c2)OCO3)o1 | -5 | i | -0.1 | i | i | i | i | 1 | -5 | -29 | i
Cc1ccccc1NC(=S)NC(=O)/C=C/c1ccco1 | 9 | i | -1.1 | i | i | i | i | -8 | 6 | -11 | i
CCCOC(=O)Nc1nc2ccccc2o1 | -1 | i | 2.0 | i | i | i | i | -99 | -5 | -107 | i
Cc1ccc(OCC(=O)NCCNC(=O)c2ccncc2)cc1 | -10 | i | -0.4 | i | i | i | i | -2 | 0 | -22 | i
COc1cccc(Cn2c(NCC(C)C)nc3c2c(=O)n(C)c(=O)n3C)c1 | 2 | i | -0.5 | i | i | i | i | 9 | 6 | -17 | i
O=C(CNC(=O)c1ccccc1F)NCc1cccnc1 | 0 | i | 1.3 | i | i | i | i | -8 | -4 | -9 | i
CN1C(=O)COc2ccc(C(=O)c3ccccc3C(=O)O)cc21 | -3 | i | -0.2 | i | i | i | i | 14 | -1 | -9 | i
O=C(Cn1nc(C(=O)O)c2ccccc2c1=O)Nc1ccc(F)cc1F | -1 | i | 0.1 | i | i | i | i | 17 | -6 | 10 | i
COc1ccc(-n2nc(C(=O)NCC(=O)NCCCN3CC(C)CC(C)C3)c3ccccc3c2=O)cc1OC (stereo not drawn) | 17 | i | 0.1 | i | i | i | i | -9 | -7 | -34 | i

High-throughput results from PubChem.
